Sm TGR block: inhibitors of Schistosoma mansoni thioredoxin glutathione reductase; AID 485364; hit rate 3% among 360,000; Potency, µM (titrated, usually from 114 µM), inactives show top-dose activity change, negative = inhibition, hits mostly inhibitors; purified TGR, DTNB reduction, TNB absorbance 405 nm; note: potency is the fitted concentration of half-maximal effect; nearly all actives have a fitted effect of over 60% in size
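First, TGR (20 nM dispensed) and NADPH were mixed with compound. Second, a 15 min room-temperature incubation followed. Third, further NADPH and then DTNB were added to start the reaction. Finally, TNB absorbance was monitored kinetically.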
HCMV antiviral: inhibitors of human cytomegalovirus; activity change, negative = inhibition, % at 57.5 µM; AID 1259415; HFF cells, HCMV-luciferase reporter, 72 h; active compounds read low; hit rate 4.5% among 410,000; in the data active = activity change below about -60%; inconclusive = no clear call, values can overlap the other calls; inactive = above about -39%
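Inhibition of viral replication was scored as loss of reporter luminescence in HFFs infected with HCMV-luciferase (MOI 1 PFU/cell) for 72 h; compounds tested at 2 doses, normalized to buffer and Salinomycin controls.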
HCV inhibitor: HCV inhibition. Huh7.5.1 HCVcc-Cre infection, luciferase reporter, 44 h. Potency, µM (highest dose often 41.8 µM), for the others: at the top dose activity change, negative = inhibition, most hits filed as inhibitors. hit rate 3.4% among 340,000. AID 651820; note: potency is the fitted concentration of half-maximal effect
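Seed cells (1,000/well) for 4 h; treat with compound and infect with HCVcc-Cre, moi about 0.5. Incubate 44 h, then detect luciferase activity.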
FBPA Giardia inh: inhibitors of Giardia lamblia fructose-1,6-bisphosphate aldolase | AID 2451 | Potency, µM (highest dose often 59.6 µM), for the others: top-dose activity, negative = inhibition, hits mostly inhibitors | hit rate 0.71% among 290,000 | purified Giardia FBPA; note: potency is the fitted concentration of half-maximal effect; nearly all actives have a fitted effect of over 55% in size
Target sequence (A8B2U2 whole entry, looked up): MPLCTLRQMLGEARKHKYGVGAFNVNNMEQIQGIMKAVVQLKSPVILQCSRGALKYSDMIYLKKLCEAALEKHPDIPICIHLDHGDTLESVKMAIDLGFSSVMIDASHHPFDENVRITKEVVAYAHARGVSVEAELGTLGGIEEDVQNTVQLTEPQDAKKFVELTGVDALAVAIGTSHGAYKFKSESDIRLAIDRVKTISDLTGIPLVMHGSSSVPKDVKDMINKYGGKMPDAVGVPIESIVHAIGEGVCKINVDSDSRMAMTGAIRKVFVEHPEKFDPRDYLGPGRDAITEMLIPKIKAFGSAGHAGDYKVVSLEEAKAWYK
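40 nM FBPA preincubated 10 min at RT with compound (up to 57.5 uM final), then substrate plus GAPDH/TPI/NAD/arsenate coupling and diaphorase/resazurin added. Fluorescence read after 20 min at RT, 525/598 nm.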
AMA1 RON2 block: disrupts binding of P. falciparum AMA1 to RON2 | AlphaScreen AMA1-biotinylated RON2 peptide binding | Potency, µM (doses to about 58.2 µM), without a hit: at the top dose activity change, negative = inhibition, usual class: inhibitors | hit rate 0.2% among 360,000 | AID 720542;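 note: potency is the fitted concentration of half-maximal effect; 0% = vehicle wells and -100% = peptide control; nearly all actives have a fitted effect of over 45% in size; some results filed as inactive show a strong effect at the top dose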
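AMA1 (3D7) with his tag at 25 nM final met compounds first, then biotinylated RON2 peptide at 25 nM; detection used donor plus acceptor beads, 10 µg/mL apiece, read by AlphaScreen after 30 min at room temperature.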
AmpC inh detg: AmpC beta-lactamase inhibition with detergent present; P00811; AmpC hydrolysis of nitrocefin, absorbance 480 nm, 0.01% Triton; Potency, µM (top dose mostly 114 µM), without a hit: at the highest dose activity change, negative = inhibition, most hits filed as inhibitors; hit rate 0.041% among 370,000;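 note: potency is the fitted concentration of half-maximal effect; 0% = no-compound wells and -100% = no-enzyme wells; nearly all actives have a fitted effect of over 25% in size; some results filed as inactive show a strong effect at the top dose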
Target sequence (P00811 whole entry, looked up): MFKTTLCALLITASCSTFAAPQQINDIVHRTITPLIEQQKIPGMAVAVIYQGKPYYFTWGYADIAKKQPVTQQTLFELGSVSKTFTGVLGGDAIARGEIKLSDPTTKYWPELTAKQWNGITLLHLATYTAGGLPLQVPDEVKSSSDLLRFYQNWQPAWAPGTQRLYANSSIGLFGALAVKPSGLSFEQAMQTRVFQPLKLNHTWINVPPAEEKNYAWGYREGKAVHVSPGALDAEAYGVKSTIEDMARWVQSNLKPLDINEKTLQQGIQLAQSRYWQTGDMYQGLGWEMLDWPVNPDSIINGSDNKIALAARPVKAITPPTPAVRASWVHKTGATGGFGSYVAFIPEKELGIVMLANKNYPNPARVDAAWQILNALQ
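20 mM phosphate pH 7.0 + 0.01% (detergent screen) or 0.0001% Triton X-100; 5.3 nM AmpC reagent; cpd preinc 15 min RT; nitrocefin (800 uM stock) to start; A480 q20 s × 4 min; Activity was normalised to no-enzyme and no-compound control wells.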
Starred values were filed as active, the others as inactive; ? = inconclusive; nt = not tested or not shown; + = active, no number; & = joins results of further samples; [ ] = remark or other dose. Unless noted, calls come from the whole dose curve; as a rule, active = well fitted curve in the direction sought with a large enough effect; inconclusive = small, poorly fitted or top-dose-only effect, or another doubt; inactive = no such curve, though single readings can be large; an effect the other way counts as inactive or inconclusive. Unless noted, % is set by controls: 0 for no effect and ±100 for the full control effect. No enrichment for hits; 9.3% or so of the library scored in one or more.

SMILES	Sm TGR block	HCMV antiviral	HCV inhibitor	FBPA Giardia inh	AMA1 RON2 block	AmpC inh detg
O=C(/C=C/c1ccccc1)N/C(=C/c1ccccc1)C(=O)Nc1ccc(C(=O)O)cc1	-4%	31	5%	11%	-15%	?
O=[N+]([O-])c1ccc(COc2cccc(CNc3ccc(Br)cc3)c2)cc1	-5%	-10	?	-2%	?	3%
CNC(=O)CCn1nc(-c2ccc(C)cc2)c2ccccc2c1=O	12%	nt	11%	0%	1%	-7%
CSc1ccccc1OCc1cc(C(=O)NC(C)Cc2cccc(C)n2)no1 (configuration not stated)	-1%	20	?	-1%	-14%	1%
CC1CCc2sc(C(=O)NNC(=S)NCC3CCCO3)cc2C1 (configuration not stated)	?	34	-3%	-9%	137%[activator]	3%
O=C(COC(=O)c1ccc(Cl)nc1)NC(=O)c1ccccc1	-4%	21	11%	nt	5%	3%
O=C1C(=O)N(CCCN2CCOCC2)C(c2ccc([N+](=O)[O-])cc2)/C1=C(/O)c1ccc2c(c1)OCO2 (configuration not stated)	-25%	-7	14%	-10%	10%	-12%
Cc1ccc(Cl)cc1N(CC(=O)N1CCCCCC1)S(C)(=O)=O	-18%	20	9%	1%	10%	?
COc1ccc(CNC(=O)C(NC(C)=O)C(=O)Nc2ccc(C(C)C)cc2)cc1 (configuration not stated)	3%	81	11%	0%	5%	?
C/C(=N/NC(=O)Cc1c(C)[nH][nH]c1=O)c1ccc(O)cc1	1%	-33	27%	0%	1%	-9%
OC(c1ccccn1)C(O)c1ccccn1 (configuration not stated)	nt	11	11%	nt	14%	nt
O=C(c1ccccc1)N1CCN(C(=O)N2CCOCC2)CC1	-2%	57	13%	0%	-4%	-12%

Compound profiles (already shown). Order of values: Sm TGR block, HCMV antiviral, HCV inhibitor, FBPA Giardia inh, AMA1 RON2 block, AmpC inh detg
Results for CSc1ccccc1OCc1cc(C(=O)NC(C)Cc2cccc(C)n2)no1 (configuration not stated) : -1%, 20, ?, -1%, -14%, 1%
Results for O=C(c1ccccc1)N1CCN(C(=O)N2CCOCC2)CC1 : -2%, 57, 13%, 0%, -4%, -12%
Results for O=C1C(=O)N(CCCN2CCOCC2)C(c2ccc([N+](=O)[O-])cc2)/C1=C(/O)c1ccc2c(c1)OCO2 (configuration not stated) : -25%, -7, 14%, -10%, 10%, -12%

Returning to the listing; the 3 compounds before the break are reprinted first.
SMILES	Sm TGR block	HCMV antiviral	HCV inhibitor	FBPA Giardia inh	AMA1 RON2 block	AmpC inh detg
C/C(=N/NC(=O)Cc1c(C)[nH][nH]c1=O)c1ccc(O)cc1	1%	-33	27%	0%	1%	-9%
OC(c1ccccn1)C(O)c1ccccn1 (configuration not stated)	nt	11	11%	nt	14%	nt
O=C(c1ccccc1)N1CCN(C(=O)N2CCOCC2)CC1	-2%	57	13%	0%	-4%	-12%
COC(=O)c1ccc(C2C(C#N)=C(C)NC3=C2C(=O)CC(C)(C)C3)cc1 (configuration not stated)	5%	26	-7%	4%	1%	4%
CCOC(=O)c1ccccc1NC(=O)CSC(C)C(=O)Nc1cc(C)on1 (configuration not stated)	-1%	-24	-7%	nt	-4%	-9%
Cc1c(CC(=O)NCC(=O)O)c(=O)oc2cc3oc4c(c3cc12)CCCC4	7%	-29	34%[activator]	-3%	-14%	10%
O=C(Cc1ccc(Br)cc1)NCCc1ccccc1	nt	8	5%	nt	2%	nt
COCC1CCN(C(=O)c2ccc(OC3CCN(Cc4ccccn4)CC3)cc2)C1 (configuration not stated)	-5%	5	13%	nt	31%[activator]	1%
COc1ccccc1OCCOCCn1cnc2ccccc2c1=O	5%	9	-23%	-3%	-3%	-4%
COc1ccccc1C(=O)NC(CCSC)C(=O)NCc1ccccn1 (configuration not stated)	4%	-17	6%	nt	39%[activator]	?
O=C(CC1C(=O)NCCN1CC1CCCCC1)NCCCN1CCOCC1 (configuration not stated)	-18%	-6	nt	-9%	12%	-8%
CC(C)(C)c1[nH]nc2c1C(c1cccnc1)C(C#N)=C(N)O2 (configuration not stated)	6%	41	12%	-8%	16%	1%
Cc1nc2c(C(=O)NCCc3ccccc3)cnn2c(C)c1Cc1c(F)cccc1Cl	6%	8	nt	nt	nt	1%
Cc1snc2sc(C(=O)c3ccc(F)cc3)c(N)c12	-10%	-17	-3%	6.3µM*	0%	-5%
CC(C)C(=O)Nc1cccc(NC(=S)NC(=O)c2ccc3c(c2)OCO3)c1	-24%	15	-7%	nt	-6%	10%

Reprinted at random: 3 records from the list, in no set order.
SMILES	Sm TGR block	HCMV antiviral	HCV inhibitor	FBPA Giardia inh	AMA1 RON2 block	AmpC inh detg
O=C(/C=C/c1ccccc1)N/C(=C/c1ccccc1)C(=O)Nc1ccc(C(=O)O)cc1	-4%	31	5%	11%	-15%	?
Cc1c(CC(=O)NCC(=O)O)c(=O)oc2cc3oc4c(c3cc12)CCCC4	7%	-29	34%[activator]	-3%	-14%	10%
COc1ccccc1OCCOCCn1cnc2ccccc2c1=O	5%	9	-23%	-3%	-3%	-4%

Next section.
SMILES	Sm TGR block	HCMV antiviral	HCV inhibitor	FBPA Giardia inh	AMA1 RON2 block	AmpC inh detg
COc1ccc(CNC(=O)C2CC(c3ccccc3C(F)(F)F)=NO2)cc1 (configuration not stated)	8%	26	-5%	3%	-14%	1%
CCOc1ccc(CCNC(=O)c2cnc(C)cn2)cc1OCC	-21%	nt	-8%	nt	-9%	3%
CN(C)C=NC(=O)c1cc(C(=O)c2ccccc2)c[nH]1	-1%	-34	8%	1%	10%	-1%
COc1ccc(-c2nnc3ccc(SCC(=O)NCc4ccco4)nn23)cc1OC	0%	6	-1%	1%	-1%	-3%
COc1ccc(CCn2c(=N)c(S(=O)(=O)c3ccccc3)cc3c(=O)n4ccccc4nc32)cc1	6%	?	-13%	4%	2%	-13%
CC(=O)N=C1SC2CS(=O)(=O)CC2N1c1ccccc1Cl (configuration not stated)	2%[11.4 µM]	1	12%	0%	-10%	0%
COCCNC(=O)c1c(NC(=O)c2nc(SC)ncc2Cl)sc2c1CCCC2	-10%	44	13%	18%	38%[activator]	-1%
C=CCNC(=S)Nc1cccc(NC(=S)NCC=C)c1	?	?	4%	-8%	41%[activator]	-12%
COc1ccccc1NS(=O)(=O)c1cc(NC(=O)CN2C(=O)NC3(CCCCC3)C2=O)ccc1C	nt	-5	13µM*	nt	-3%	nt
CCC1(C)COC(C)(CC(=O)NNC(=O)Nc2ccccc2)OC1 (configuration not stated)	nt	34	20%	3%	33%[activator]	-11%
CC(=O)Nc1cccc(-c2cn3cccnc3n2)c1	2%	14	nt	nt	nt	-1%
O=C(NC1CCCCC1)c1nc2c(nnn2Cc2ccccc2Cl)c(=O)[nH]1	0%	-30	?	6%	73%[activator]	?
O=c1cccccc1NN=C1CCCCC1	?	-12	0%	?	26%	2%
Cc1ccc(S(=O)(=O)c2nc(-c3ccc(F)cc3)oc2N2CCOCC2)cc1	?	20	-18%	-16%	-16%	-12%
Cc1ccc(C2=CSC3=NS(=O)(=O)CCN23)cc1C	7%	11	3%	0%	17%	-2%
O=C(CNC(=O)C1CCCCC1)NC1CCCCC1	14%	52	7%	5%	3%	?
Cc1ccc(C(CC(=O)c2ccc(Cl)cc2)C(=O)O)cc1 (configuration not stated)	-3%	-3	30%	0%	8%	-3%
Cc1cccn2cc(CCNS(=O)(=O)c3ccc4c(c3)OCCO4)nc12	-26%	0	4%	-2%	-1%	?
CC(=O)Nc1ccc(OC(=O)N(C)c2ccccc2)cc1	-1%	-33	13%	3%	2%	?
COc1cc(NC(=O)COC(=O)/C=C/c2ccc(OC)c(OC)c2)cc(OC)c1	1%	40	?	0%	14%	1%
CC(=O)c1c(C(C)=O)c(C)n(C2CCCCC2)c1C	-2%	?	-8%	1%	-3%	3%
CCOCCCNC(=O)c1ccc(Cn2c(=O)c3cccn3c3cccnc32)cc1	3%	-20	nt	nt	nt	17%
COc1ccc2sc(N(CCCN(C)C)C(=O)c3nc4ccccc4s3)nc2c1	0%	40	4%	-10%	-14%	-11%
O=c1c2oc3ccccc3c2n(Cc2ccccc2F)c(=O)n1Cc1ccccc1	1%	-12	nt	nt	nt	-2%
CSc1ccccc1C(=O)NC1CCSc2ccccc21 (configuration not stated)	-3%	-34	-8%	-11%	-11%	?
CC1(c2ccccc2)NC(=O)N(CCOc2ccccc2)C1=O (configuration not stated)	0%	-13	6%	0%	16%	-15%
CC1CCCC(NC(=O)CCCn2c(=S)[nH]c3ccccc3c2=O)C1C (configuration not stated)	0%	?	-8%	9%	46%[activator]	-3%
CCc1ccc(-n2c(=O)c3sc4ccccc4c3n(Cc3cccc(F)c3)c2=O)cc1	6%	4	nt	nt	nt	10%
CCCNC(=O)CCn1nc(-c2ccccc2)c2ccccc2c1=O	-28%&-3%	-18	-2%	7%	-18%	0%&19%
O=C(CN1C(=O)COc2ccc(S(=O)(=O)N3CCOCC3)cc21)Nc1cccc(Cl)c1	-6%	-26	-17%	nt	-6%	-1%
CN(C(=O)CSc1nc2ccc(Cl)cc2[nH]1)C1CCS(=O)(=O)C1 (configuration not stated)	nt	-17	10%	nt	11%	nt
O=C(Nc1cccc(Cl)c1)c1nc[nH]c1C(=O)NCCCNC(=O)c1[nH]cnc1C(=O)Nc1cccc(Cl)c1	nt	46	16%	nt	105%[activator]	nt
O=S1(=O)N(Cc2ccccc2)CCCN1Cc1ccc(F)cc1Cl	1%	+	nt	nt	nt	3%
Cc1cccc(C(=O)N2CCN(c3ccc([N+](=O)[O-])c(NCc4ccco4)c3)CC2)c1	1%	-31	?	nt	?	3%
O=[N+]([O-])c1c(Nc2ccccc2O)cc(N2CCOCC2)c2nonc12	4%	?	?	2%	-16%	?
Cc1ccc(CN2CCN(Cc3ccccc3F)CC2)cc1	21%	-3	-16%	?	?	6%
COC(=O)c1ccc(CSc2nc3cc(Cl)ccc3o2)cc1	-13%	41	20%	9%	22%	-7%
CC12CCCCC1C(C(N)=O)C(=O)O2 (configuration not stated)	nt	-15	5%	nt	-4%	nt
Cc1nc2sc3c(c2c(=O)o1)CCC3	2%	-8	16%	-19%	5%	-3%
COc1ccc2oc(=O)c(-c3nc4ccccc4o3)cc2c1	-13%	21	-13%	0%	1%	?
CCC(c1c(C)[nH]oc1=O)c1c(C)[nH]oc1=O	25µM*	-8	0%	-18%	-1%	1%
CCC1CCCCN1CCCNC(=O)c1ccc(CS(=O)(=O)c2ccccc2OC)o1 (configuration not stated)	-17%	-30	15%	12%	-7%	?

Reformatted as labelled records: entries from further up
Molecule: CCC(c1c(C)[nH]oc1=O)c1c(C)[nH]oc1=O
  Sm TGR block: 25µM*
  HCMV antiviral: -8
  HCV inhibitor: 0%
  FBPA Giardia inh: -18%
  AMA1 RON2 block: -1%
  AmpC inh detg: 1%

Molecule: CCC1CCCCN1CCCNC(=O)c1ccc(CS(=O)(=O)c2ccccc2OC)o1 (configuration not stated)
  Sm TGR block: -17%
  HCMV antiviral: -30
  HCV inhibitor: 15%
  FBPA Giardia inh: 12%
  AMA1 RON2 block: -7%
  AmpC inh detg: ?

Compound activity: PubChem, National Center for Advancing Translational Sciences (NCATS)
